Bioassay records (PubChem)
pAkt inh = HTS Assay for Inhibitors of Akt Phophorylation: Primary Screen | activity change, % for hits at 50 µM | actives 0.32% (n = 360,000) | AID 651550, 2012 | Neuro2A IGF-stimulated pAkt S473 HTRF, 20 min; active compounds read low; in the data active means activity change below about -80%; inconclusive means mostly about -51% to -80%; further: on the % scale 0 is the no-effect control and ±100 the full control effect
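Neuro2A cells (4,500/well, DMEM with 0.5% FBS) were treated with compound at a single 50 µM final concentration, stimulated with 6 nM IGF for 20 min at 37 °C, and lysed. Phospho-Akt Ser473 was read by HTRF as 665/615 ratio ×10^4.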
A549 tox = Nrf2 qHTS screen for inhibitors: counterscreen for cytotoxicity; A549 ARE-Fluc cells, CellTiter-Fluor viability, 18-24 h; Potency, µM (doses to about 46 µM), inactives show at the highest dose activity change, negative = cytotoxicity, actives largely listed as inhibitors; actives 0.16% (n = 390,000); further: potency means the concentration at half of the fitted maximal effect; on the % scale 0 is the no-effect control and ±100 the full control effect
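Cytotoxicity counterscreen: CellTiter-Fluor fluorescence was measured in A549 ARE_Fluc cells after 18-24 h of compound exposure in a concentration series. The subsequent BugLite luminescent read reports ARE-luciferase activity.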
HepG2 viability = qHTS for Inhibitors of TGF-b: Cytotox Counterscreen; HepG2 CAGA-GFP viability, ATP luminescence, 18 h; Potency, µM (titrated, usually from 46.1 µM), for the others: at the highest dose activity change, negative = cytotoxicity, actives largely listed as cytotoxic; actives 0.76% (n = 410,000); AID 588856, 2011; further: potency means the concentration at half of the fitted maximal effect; some results filed as inactive show a strong effect at the top dose
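CellTiter-Glo luminescence gave cytotoxicity after 18 hours at 37 degrees C. The cells were HepG2 CAGA-GFP in 1% FBS DMEM, stimulated with 500 pg/mL TGF-beta after compound addition. %Activity was normalised to no-cell wells (complete cell-killing) and DMSO (no toxicity), and curves were fitted and classified.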
MmCpn inh = Inhibitors of TCP-1 ring complex (TRiC) of Methanococcus maripaludis (MmCpn): qHTS. Chaperonin Mm-Cpn (Methanococcus maripaludis). purified Mm-Cpn ATPase, ADP Transcreener TR-FRET. Potency, µM (titrated, usually from 76.9 µM), for inactives: at the top dose activity, negative = inhibition, usual class: inhibitors. actives 0.031% (n = 330,000); further: potency means the concentration at half of the fitted maximal effect; on the % scale 0 is the no-effect control and ±100 the full control effect; nearly all actives have a fitted effect of over 80% in size
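Purified archaeal Mm-CPN (25nM final) preincubated 10 min at 37degC with compound, then 10uM ATP for 30 min at 37degC; ADP measured by HTRF Transcreener TR-FRET; buffer 30 mM TRIS pH 7.4, 100mM KCl, 5mM MgCl2, 1mM DTT.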
TGFb inhibitor = qHTS for Inhibitors of TGF-b | HepG2 CAGA-GFP TGF-b/SMAD3 reporter, GFP fluorescence, 18 h; TGF-beta stimulated, 500 pg/mL final | Potency, µM (doses to about 46.1 µM), for the others: top-dose activity, negative = inhibition, actives largely listed as inhibitors | actives 1.2% (n = 410,000) | AID 588855, 2011; further: potency means the concentration at half of the fitted maximal effect; on the % scale 0 is the no-effect control and ±100 the full control effect; nearly all actives have a fitted effect of over 65% in size
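Inhibition of TGF-beta-driven CAGA-GFP reporter expression in HEPG2 cells is measured by cellular GFP fluorescence after 18 h stimulation with 500 pg/mL recombinant TGF-beta in 1% FBS medium at 37 degrees C.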
S2 tox = Viability Counterscreen for Primary qHTS for Inhibitors of ATXN expression | S2 cells (HEK-293 line with an ATXN2-luciferase reporter) viability, CellTiter-Fluor protease fluorescence, 24 h | Potency, µM (series often up to 56.7 µM), most hits filed as cytotoxic | actives 0.49% (n = 400,000) | AID 651635, 2014; further: potency means the concentration at half of the fitted maximal effect; nearly all actives have a fitted effect of over 40% in size
CCT chaperon mod = High-Throughput Screening for Modulators of Cytosolic Chaperonin Activity. purified chaperonin ATPase assay, HTRF ADP detection, 30 min. activity change, % (no concentration beside the values), hits read low. actives 0.3% (n = 360,000); in the data active means activity change below about -30%; further: on the % scale 0 is the no-effect control and ±100 the full control effect
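TRiC at 40 or 20 nM final (batch-dependent) in 30 mM Tris pH 7.4, 100 mM KCl, 5 mM MgCl2, 1 mM DTT, with compound at single 76 uM and 10 uM ATP, 30 min at 37 deg C. ADP detected by HTRF Transcreener, 665/615 ratio.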
Nrf2 ARE act = qHTS of Nrf2 Activators; Potency, µM (top dose mostly 46.1 µM), without a hit: top-dose activation, usual class: activators; actives 0.31% (n = 410,000); AID 624171, 2012; AREc32 ARE-luciferase reporter (MCF7-derived line), luminescence, 24 h; further: potency means the concentration at half of the fitted maximal effect; % of control where 0% means no effect; nearly all actives have a fitted effect of over 65% in size
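Quantitative high-throughput format: AREc32 reporter cells, 1000 per well, received compound by pin transfer and were incubated 24 hr at 37 deg C, 5% CO2, before Steady-Glo luminescence detection.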
Nrf2 block = Nrf2 qHTS screen for inhibitors; A549 ARE-Fluc reporter, luciferase luminescence, 18-24 h; Potency, µM (titrated, usually from 46 µM), for the others: at the highest dose activity change, negative = inhibition, actives largely listed as inhibitors; actives 2.1% (n = 360,000); further: potency means the concentration at half of the fitted maximal effect; on the % scale 0 is the no-effect control and ±100 the full control effect; nearly all actives have a fitted effect of over 60% in size
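A549 ARE_Fluc cells (5000/well, 5% FBS OPTI-MEM) pre-incubated 2 h, then treated with compounds 18-24 h at 37C/5% CO2 in concentration-response. CellTiter-Fluor viability read first; BugLite luciferase luminescence after 15 min at room temperature gives Nrf2 activity.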
* hit, by the source's call; i = inactive; u = inconclusive; x = not tested or not shown; [ ] = remark or other dose. Unless noted, the call rests on the fitted dose curve; in most records, active means well fitted curve in the direction sought with a large enough effect; inconclusive means small, poorly fitted or top-dose-only effect, or another doubt; inactive means no such curve, though single readings can be large; an effect the other way counts as inactive or inconclusive. An unsorted share of the library (roughly 4.4% active in at least one column).

SMILES	pAkt inh	A549 tox	HepG2 viability	MmCpn inh	TGFb inhibitor	S2 tox	CCT chaperon mod	Nrf2 ARE act	Nrf2 block
CS(=O)c1ccccc1-c1nc(-c2ccc([N+](=O)[O-])cc2)no1 (configuration not stated)	i	1%	-33%	x	-13%	i	-3.3	1.6%	10%
COc1ccccc1OCCNC(=O)c1ccc(C(C)(C)C)cc1	i	-1%	8%	x	-7%	i	1.2	7.0%	u
Cc1ccc(C(=O)c2c(NC(=O)c3ccccc3)sc(C)c2C)cc1	i	3%	-25%	2%	-15%	i	-2.0	0.0%	-7%
CCC1(c2ccccc2)NC(=O)N(CC(=O)c2ccc3c(c2)OCO3)C1=O (configuration not stated)	i	-3%	-2%	-21%	-5%	i	1.6	-0.4%	-18%
CCC(C)NC(=O)CSc1ccc(NC(C)=O)cc1 (configuration not stated)	i	-2%	-11%	0%	13%	i	-1.7	0.2%	-8%
CC1(C(=O)NS(=O)(=O)Cc2cccc(Cl)c2)CCN1C(=O)CCc1ccccc1 (configuration not stated)	i	x	-5%	x	27%	i	-2.4	0.1%	x
O=c1c2c([nH]c3ccccc13)CCCCCC2	i	-28%	-14%	-2%	-20%	i	-0.9	0.3%	u
COC(=O)C1=C(C)N(c2ccc(OC)c(OC)c2)C(=O)/C1=C\c1ccco1	i	-19%	0%	-11%	12%	i	-0.9	-0.1%	-14%
Cc1cc(CN2CCOCC2)c(O)c(C2(C)CCCCC2)c1	i	1%	-40%	-4%	u	i	2.1	0.5%	x
Cc1ccc(NC(=O)NNC(=O)C2CC(c3cccnc3)=NO2)cc1 (configuration not stated)	i	1%	12%	3%	27%	i	-1.1	-0.4%	x
COc1ccc(NC(=O)N2CCN(c3cccc(C(F)(F)F)c3)CC2)cc1OC	i	-4%	-7%	1%	u	i	0.0	0.2%	u
Cc1cccc(CCNC(=O)C2CCC(CNS(=O)(=O)c3c(C)cc(C)cc3C)CC2)c1 (configuration not stated)	x	-6%	-24%	x	-19%	x	x	-0.5%	x
CCc1sc(NC(=O)C(C)C)nc1-c1ccccc1	i	4%	-17%	0%	-13%	i	-1.5	3.4%	7%
Cc1cccc(Cn2cnc3c(cnn3-c3ccc(Cl)cc3)c2=O)c1	x	12%	8%	x	8%	i	x	0.3%	16%
Cc1ccc(-c2nn(-c3ccccc3)cc2CO)o1	i	-8%	0%	1%	9%	u	-1.5	4.2%	8%
COc1cc(OC)c(C2C(C#N)=C(N)OC3=C2C(=O)CC(C)(C)C3)cc1OC (configuration not stated)	i	-9%	-4%	1%[15.4 µM]	3%	u	-0.5	-1.6%	23%
O=C(NN1C(=O)C2C(C1=O)C1C=CC2C12CC2)c1ccccc1 (configuration not stated)	i	8%	-17%	5%	-10%	i	-2.6	0.1%	-2%
CC(=O)Nc1ccn(C2OC(C(COC(C)=O)NC(=O)C(COCc3ccccc3)NC(=O)OC(C)(C)C)C(OC(C)=O)C2OC(C)=O)c(=O)n1 (configuration not stated)	x	1%	-3%	x	-3%	x	x	x	21%
Cn1c(-[n+]2c(-c3ccccc3)cc(-c3ccccc3)cc2-c2ccccc2)nc2cc([N+](=O)[O-])ccc21	i	-6%	-25%	-1%	3%	i	-1.1	0.1%	6%
CCCn1c(SCC(=O)Nc2ccccc2Cl)nc(O)cc1=O	i	13%	2%	-12%	-15%	i	-0.9	0.2%	16%
CC(C)(C)SC(=O)CC1NS(=O)(=O)OCC1NC(=O)OCC(Cl)(Cl)Cl (configuration not stated)	i	10%	-26%	2%	-28%	i	0.2	2.8%	14%
C=C(C)CNC(=S)N=Nc1c(O)[nH]c2ccc([N+](=O)[O-])cc12	i	-18%	2%	1%	u	u	-4.5	8.2%	-5%
COc1ccc(S(=O)(=O)Nc2ccc(-c3ccc4nnc(C)n4n3)cc2)c(OC)c1	i	-5%	-42%	1%	-9%	i	0.9	17%	-4%
CNc1ncc(C(=O)c2ccc(Cl)c(Cl)c2)s1	i	-21%	-10%	-4%	-2%	i	-1.8	3.8%	11%
Cc1ccc(S(=O)(=O)N(C)CC(=O)N(C)Cc2cccs2)cc1	i	x	-8%	x	-18%	u	0.7	-0.6%	x
O=C(CCNS(=O)(=O)c1cccc2nonc12)NC1CCCCCC1	i	6%	15%	2%	7%	i	-3.3	0.2%	-1%
NS(=O)(=O)c1ccc(CCNC(=O)C(=O)c2c[nH]c3ccccc23)cc1	i	0%	-22%	2%	-9%	i	-1.8	-0.5%	2%
Cc1cc(NC(=O)CSc2nnc(C(C)N(C)C)n2-c2ccc(F)cc2)no1 (configuration not stated)	i	14%	-6%	0%	8%	i	0.0	-0.3%	-11%
CC1CCN(CCCNC(=O)C2CCC(CNS(=O)(=O)c3cccc4nsnc34)CC2)CC1 (configuration not stated)	i	u	-7%	-1%	6%	i	0.0	1.5%	19%
COCCn1c(SCC(=O)Nc2cc(OC)ccc2OC)nc2c(c1=O)SC(C)C2 (configuration not stated)	i	6%	-40%	-1%	-1%	i	-0.3	2.4%	-12%

Part of the list above in a different format:
Compound | pAkt inh | A549 tox | HepG2 viability | MmCpn inh | TGFb inhibitor | S2 tox | CCT chaperon mod | Nrf2 ARE act | Nrf2 block
CC1CCN(CCCNC(=O)C2CCC(CNS(=O)(=O)c3cccc4nsnc34)CC2)CC1 (configuration not stated) | i | u | -7% | -1% | 6% | i | 0.0 | 1.5% | 19%
COCCn1c(SCC(=O)Nc2cc(OC)ccc2OC)nc2c(c1=O)SC(C)C2 (configuration not stated) | i | 6% | -40% | -1% | -1% | i | -0.3 | 2.4% | -12%

(listing goes on)
SMILES	pAkt inh	A549 tox	HepG2 viability	MmCpn inh	TGFb inhibitor	S2 tox	CCT chaperon mod	Nrf2 ARE act	Nrf2 block
O=C(COC(=O)Cc1ccc(Br)cc1)NCC1CCCO1 (configuration not stated)	i	7%	-23%	-3%	-6%	i	-1.2	-0.2%	-9%
O=C(O)CCCNc1ccc(S(=O)(=O)N2CCCCC2)cc1	i	3%	-24%	0%	-17%	i	-3.9	-0.9%	-15%
CCn1c(=O)c2[nH]c(Cl)nc2n(CC)c1=O	i	x	-16%	x	2%	u	-0.3	-2.9%	x
CC(C)NC(=O)COCc1cc(-c2ccc3c(c2)OCO3)on1	i	2%	15%	0%	4%	x	-4.0	2.7%	u
C/C(=N/NC(=O)c1ccc(Cl)s1)c1ccc(NC(=O)COc2ccc(Cl)cc2)cc1	i	-2%	-4%	-4%	-3%	u	-4.4	3.3%	14%
Cc1nnc(NCc2ccncc2)c2ccccc12	i	-1%	-13%	-1%	3%	i	-0.9	2.3%	7%
Cc1ccc(-c2nn(CC(=O)NCc3ccccn3)c(=O)c3ccccc23)cc1S(=O)(=O)N(C)C	i	-1%	1%	1%	0%	i	-2.3	-0.1%	0%
COc1ccc(C(c2c(C)n(C)n(-c3ccccc3)c2=O)c2c(C)n(C)n(-c3ccccc3)c2=O)cc1O	x	-7%	0%	-2%	3%	i	x	-1.8%	7%
Cc1c(Cl)cnc(NC(=O)CSc2nnc(C)n2Cc2ccccc2)c1Cl	i	2%	2%	0%	-3%	i	0.8	-0.2%	4%
Cc1cc(C)c2c(n1)nn1c(N3CCN(Cc4ccccc4)CC3)cc(C)nc21	i	0%	-26%	-2%	-13%	i	-3.5	-0.1%	12%
Cc1ccccc1C(=O)c1cccn1CC(=O)NCC(C)c1ccccc1 (configuration not stated)	i	-2%	-1%	0%	-6%	i	-6.8	0.2%	-10%
COc1cc(CC(=O)OCC(=O)N2CCCCC2)cc(OC)c1OC	i	0%	-7%	1%	-5%	i	1.3	-1.6%	-19%

Gathered by group, the compounds so far containing an aryl methoxy group (8)
SMILES	pAkt inh	A549 tox	HepG2 viability	MmCpn inh	TGFb inhibitor	S2 tox	CCT chaperon mod	Nrf2 ARE act	Nrf2 block
COc1ccccc1OCCNC(=O)c1ccc(C(C)(C)C)cc1	i	-1%	8%	x	-7%	i	1.2	7.0%	u
COC(=O)C1=C(C)N(c2ccc(OC)c(OC)c2)C(=O)/C1=C\c1ccco1	i	-19%	0%	-11%	12%	i	-0.9	-0.1%	-14%
COc1ccc(NC(=O)N2CCN(c3cccc(C(F)(F)F)c3)CC2)cc1OC	i	-4%	-7%	1%	u	i	0.0	0.2%	u
COc1cc(OC)c(C2C(C#N)=C(N)OC3=C2C(=O)CC(C)(C)C3)cc1OC (configuration not stated)	i	-9%	-4%	1%[15.4 µM]	3%	u	-0.5	-1.6%	23%
COc1ccc(S(=O)(=O)Nc2ccc(-c3ccc4nnc(C)n4n3)cc2)c(OC)c1	i	-5%	-42%	1%	-9%	i	0.9	17%	-4%
COCCn1c(SCC(=O)Nc2cc(OC)ccc2OC)nc2c(c1=O)SC(C)C2 (configuration not stated)	i	6%	-40%	-1%	-1%	i	-0.3	2.4%	-12%
COc1ccc(C(c2c(C)n(C)n(-c3ccccc3)c2=O)c2c(C)n(C)n(-c3ccccc3)c2=O)cc1O	x	-7%	0%	-2%	3%	i	x	-1.8%	7%
COc1cc(CC(=O)OCC(=O)N2CCCCC2)cc(OC)c1OC	i	0%	-7%	1%	-5%	i	1.3	-1.6%	-19%
